procasp7 counter = activates human procaspase-7, counter-screen for procaspase-3 activators. P55210. AID 463210. actives 0.093% (n = 330,000). activation, % at 8.5 µM. recombinant procaspase-7, Ac-DEVD-pNA absorbance 405 nm; D23A/D198A/D206A triple mutant, cannot self-cleave; scale: DMSO 0, 5 µM enzyme 100;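 active = percent activation above the screen-wide mean plus 3 SD, cut at about 25% in these data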
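Assay system: Uncleavable procaspase-7 mutant enzyme / Input: 2 µM procaspase-7 mutant as dispensed / Dosing: single nominal 8.5 µM compound dose, 0.8% DMSO final / Timing: 1 h enzyme–compound preincubation and 2 h substrate reaction, both 25 °C / Detection: p-Nitroaniline absorbance at 405 nm, read at 0 and 120 min / Replication: singlicate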
ZTA DNA inh = counter-screen for EBNA-1 inhibitors: inhibitors of Epstein-Barr virus ZTA; actives 0.15% (n = 320,000); P03206; inhibition, % at 11 µM; ZTA-DNA binding, fluorescence polarization; in the data active = inhibition above about 33%
LAP4 TOR yeast = yeast TOR pathway LAP4-GFP modulation; S. cerevisiae LAP4-GFP multiplex, flow cytometry GFP, 3 h; median GFP as percent of DMSO wells; GFP response vs DMSO, % at 10 µM; actives 0.34% (n = 320,000); AID 2023;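 active = GFP response vs DMSO above a set limit, about the screen mean plus 3 SD, cut at about 150% in these data; inconclusive = under 70 cell events counted for the yeast strain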
AHR activator = human AHR activation; AHR-responsive luciferase reporter cells, luminescence; activation, % at 5 µM; actives 2.5% (n = 320,000); in the data active = activation above about 47%;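 note: 0% = vehicle wells and 100% = reference agonist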
RPL19A TOR yeast = yeast TOR pathway RPL19A-GFP modulation | S. cerevisiae RPL19A-GFP strain, flow cytometry, 3 h; stronger effect = lower value | percent response vs DMSO, % at 10 µM | actives 0.3% (n = 330,000) | AID 2025;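 active = percent response vs DMSO below 50%; inconclusive = fewer than 70 events counted for the yeast strain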;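 note: median channel GFP fluorescence of the barcoded RPL19A-GFP strain; ratio of sample median GFP to plate DMSO average so 100% = DMSO; lower means less RPL19A-GFP as with rapamycin TOR inhibition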
EBNA-1 inh = blocks EBNA-1 binding to DNA. EBNA-1 DNA binding, fluorescence polarization. inhibition, % at 14.8 µM. actives 0.34% (n = 300,000). AID 1950; in the data active = inhibition above about 28%
MEP2-GFP yeast = alters MEP2-GFP fluorescence in TOR pathway yeast screen | S. cerevisiae MEP2-GFP strain, flow cytometry GFP, 3 h; 100% = DMSO control level | GFP response vs DMSO, % at 10 µM | actives 0.51% (n = 330,000);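 active = GFP response versus DMSO above a set limit, roughly screen mean plus 3 SD, cut at about 180% in these data; inconclusive = fewer than 70 cells counted for a yeast strain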;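 note: median GFP fluorescence of the barcode-gated MEP2-GFP cells per well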
proCasp3 act = activates human procaspase-3. recombinant procaspase-3 D3A, Ac-DEVD-pNA absorbance 405 nm. P42574. actives 0.11% (n = 330,000). activation, % at 8.5 µM;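 active = activation above the mean of all tested compounds plus 3 SD, cut at about 21% in these data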;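 note: 0% = DMSO alone and 100% = DMSO wells spiked with extra 5 µM PC-3 D3A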
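Assay system – Procaspase-3 D3A mutant, all three cleavage aspartates alanine · Controls – DMSO-only low control, 5 µM PC-3 D3A high control · Schedule – 1 h compound preincubation, 2 h substrate hydrolysis at 25 °C · Signal – 405 nm absorbance of p-nitroaniline, reads at 0 and 120 min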
Numbers without * were called inactive; u = inconclusive; x = no result given; [ ] = remark or other dose. Rows are unselected, and some 3.8% of all compounds hit somewhere here.

SMILES	procasp7 counter	ZTA DNA inh	LAP4 TOR yeast	AHR activator	RPL19A TOR yeast	EBNA-1 inh	MEP2-GFP yeast	proCasp3 act
COC(=O)c1ccccc1OCCCCN1CC(C)OC(C)C1 (stereo not given)	1	1	86	2	101	2	86	-4
CCN1CCN(CCNC(=O)CCc2c(C)c3c(C)nn(-c4ccccc4)c3n(C)c2=O)CC1	2	-2	99	0	99	-4	115	3
COc1ccc(N(C)C(=O)C2CCCN2S(=O)(=O)c2cccc3nsnc23)c(OC)c1 (stereo not given)	1	7	95	1	98	0	103	6
O=C(N/N=C1\C(=O)c2cccc3cccc1c23)c1ccc(O)cc1	3	-6	97	3	101	-1	105	-1
Cc1cc2ncn(C3CC(=O)N(C)C3=O)c2cc1C (stereo not given)	-9	-4	114	2	107	-4	100	-5
O=S(=O)(c1ccc(F)c(F)c1)N1CCN(S(=O)(=O)c2cccs2)CC1	2	-8	91	-2	101	-7	101	-2
Cc1nn(C)cc1S(=O)(=O)N1CCN(Cc2ccc(F)cc2Cl)CC1	0	6	102	1	99	-18	105	1
COc1cc(/C=C/C(=O)O)cc(S(=O)(=O)N2CCc3ccccc3C2)c1OC	-11	10	97	3	96	-11	95	4
O=C1COc2ccc(C(=O)COc3ccc(Cl)cc3Br)cc2N1	0	-15	110	16	97	-7	91	3
Cc1cc(NC2CCCCC2)n2c(n1)nc1ccccc12	5	0	98	4	107	-8	106	-7
Cc1ccccc1S(=O)(=O)Oc1ccc2ccc(O)cc2c1	0	-6	95	0	104	3	108	-8
CCOC(=O)/C=C/C(=O)OCC(=O)Nc1ccc([N+](=O)[O-])cc1	-12	-5	99	-1	110	-11	117	-14
O=C(O)c1ccc(CNCc2c(Cl)cccc2Cl)cc1	-3	-14	116	0	88	-2	111	4
O=C(CN1CCC(NC(=O)c2ccccc2Cl)CC1)NCc1ccco1	2	1	94	0	102	9	103	-7
CCCS(=O)(=O)N1CCC(C(=O)NCCc2ccccc2)CC1	7	5	102	0	99	2	101	6
Cc1cccc(C(=O)Nc2ccc(C(=O)/C=C/c3ccncc3)cc2)c1	-3	0	114	5	101	-1	101	1
Cc1cc2c(sc3c(C)ccc(C)c32)c(C)n1	-1	-12	107	12	95	-10	95	-12
O=C(/C=C/c1ccc(Cl)c(Cl)c1)N1CCc2ccccc21	2	6	103	3	119	10	114	0
CCOC(=O)C1(Cc2cccc(OC)c2)CCN(Cc2cccc3cnccc23)CC1	-7	0	90	14	103	-13	108	2
S=c1[nH]nc(-c2ccco2)n1/N=C/C(Cl)=C/c1ccccc1	-6	15	167*	-1	90	5	111	-4
O=C(O)CSc1nnc(-c2ccccc2Br)n1-c1cccc(C(F)(F)F)c1	-1	-9	91	0	99	-7	101	1
Cc1ccc(OCC(=O)O/N=C(\N)c2ccncc2)cc1C	2	13	105	23	100	1	105	11
COCCSc1nnc(NC(=O)c2ccc([N+](=O)[O-])cc2)s1	15	3	98	0	99	13	97	-3
CCOc1ccc(-n2c(=O)[nH]c3sc4c(c3c2=O)CCCC4)cc1	5	4	103	6	102	2	104	5
CCOc1ccc(NC(=O)c2ccccc2NC(=O)CN2CCN(C(C)=O)CC2)cc1	8	11	106	16	103	1	104	6

Random excerpt: 2 entries already listed
SMILES	procasp7 counter	ZTA DNA inh	LAP4 TOR yeast	AHR activator	RPL19A TOR yeast	EBNA-1 inh	MEP2-GFP yeast	proCasp3 act
Cc1cccc(C(=O)Nc2ccc(C(=O)/C=C/c3ccncc3)cc2)c1	-3	0	114	5	101	-1	101	1
S=c1[nH]nc(-c2ccco2)n1/N=C/C(Cl)=C/c1ccccc1	-6	15	167*	-1	90	5	111	-4

(next part)
SMILES	procasp7 counter	ZTA DNA inh	LAP4 TOR yeast	AHR activator	RPL19A TOR yeast	EBNA-1 inh	MEP2-GFP yeast	proCasp3 act
COC(=O)c1ccc(N2CCN(CCNC(=O)Nc3ccc(OC)cc3)CC2)cc1	-1	-4	100	0	99	4	104	3
Cc1ccc(NC(=O)/C(=C/c2ccncc2)NC(=O)c2ccccc2)cc1	8	4	80[may fluoresce red and violet]	7	u	4	88[may fluoresce red and violet]	-3
Cn1c(-c2ccc(Br)o2)nc2ccccc21	11	-6	102	33	98	5	99	1
Cc1ccccc1OCc1n[nH]c(=S)n1-c1ccccc1	-27	13	111	-1	118	8	115	-11
CC(C)C[C@H](NC(=O)N1CC(=O)Nc2ccccc21)C(=O)N[C@H](C(=O)O)c1ccccc1	0	-13	104	0	99	8	96	0
COc1ccc(C(C)(C)C)cc1NC(=O)CNc1cccc2ccccc12	-12	-7	98	46	109	-1	111	-2
CC1(C)SC(=S)N(/N=C/c2cccnc2)C1N(O)C(=O)Nc1ccccc1 (stereo not given)	4	-8	114	0	104	-9	95	9
COc1ccc(C(=O)N2CCN(C3CCCCC3)CC2)cc1OC	8	0	87	0	95	-2	108	-1
O=C(COC(=O)c1cc(-c2cccs2)nn1-c1ccccc1)Nc1cccc([N+](=O)[O-])c1	-1	13	92	1	107	-7	105	-3
Cc1nc(CC(=O)N2CCN(c3cccc(C)c3C)CC2)cs1	1	0	117	-1	98	9	103	1
O=C(CC1C[C@H](C(=O)N2CCOCC2)[C@@]2(CCC3CCCC3)c3[nH]c4ccccc4c3CCN2C1=O)NCC12CC3CC(CC(C3)C1)C2 (stereo not given in full)	6	x	96	-1	90	x	86	2
COCCCNC(=O)CCC(=O)NNc1nc2ccccc2c2nc(-c3ccccc3)nn12	-10	4	97	62*	106	-7	111	-13
CCC(C)(C(=O)NC1CCCC1)N(CC1CCCO1)C(=O)CNC(=O)c1ccccc1 (stereo not given)	-5	7	100	4	101	-3	108	10
CCOc1ccc(S(=O)(=O)Nc2ccc(O)c(Sc3ncn[nH]3)c2)cc1	7	13	98	-1	99	3	98	2
C[C@@H]1CN([C@H](C)CO)C(=O)c2cc(NC(=O)NC3CCCCC3)ccc2O[C@H]1CN(C)S(C)(=O)=O	9	x	97	-1	96	x	99	-10
O=Cc1ccc(N2CCCCCC2)cc1	7	-5	97	1	95	-1	92	6
Cc1ccc2[nH]c(-c3ccccc3)cc(=O)c2c1	-8	2	140	135*	96	7	95	-2
CCOc1ccccc1C1N=C(c2ccc(OC)cc2)CC(c2ccccc2O)N1 (stereo not given)	-12	-4	167*	17	99	-6	100	-4
COC(=O)c1cccc(CN2C(=O)SC(Nc3ccccc3)C2=O)c1 (stereo not given)	-11	10	103	-1	95	-2	89	-10
Cc1ccc(-c2csc3ncnc(-n4nnc5ccccc54)c23)cc1	-1	-7	111	0	93	6	100	2
COc1cc2c(cc1OC)C(C)N(CC(=O)Nc1ccc(S(=O)(=O)N3CCCC3)cc1)CC2 (stereo not given)	-3	-5	99	-1	102	-4	112	4
O=C(Nc1nnc(SCC(=O)N2CCCC2)s1)C1CC(=O)N(c2ccccc2)C1 (stereo not given)	8	0	106	1	105	5	102	3
O=C(NCC(=O)N1CCC2(CC1)NCCc1[nH]cnc12)c1ccc2ccccc2c1	-1	-8	94	0	94	-5	105	1
CCOCc1nnc(NC(=O)COc2ccc3c(c2)OCO3)s1	-2	-14	77	26	97	-10	98	2
COCCCNC(=O)Cn1nc(-c2cccc(OC)c2)ccc1=O	-3	7	103	-1	105	9	116	-4

Part of the list above in order of molar mass, falling:
SMILES	procasp7 counter	ZTA DNA inh	LAP4 TOR yeast	AHR activator	RPL19A TOR yeast	EBNA-1 inh	MEP2-GFP yeast	proCasp3 act
COC(=O)c1ccc(N2CCN(CCNC(=O)Nc3ccc(OC)cc3)CC2)cc1	-1	-4	100	0	99	4	104	3
COC(=O)c1cccc(CN2C(=O)SC(Nc3ccccc3)C2=O)c1 (stereo not given)	-11	10	103	-1	95	-2	89	-10
CCOCc1nnc(NC(=O)COc2ccc3c(c2)OCO3)s1	-2	-14	77	26	97	-10	98	2
Cc1nc(CC(=O)N2CCN(c3cccc(C)c3C)CC2)cs1	1	0	117	-1	98	9	103	1

(list continues)
SMILES	procasp7 counter	ZTA DNA inh	LAP4 TOR yeast	AHR activator	RPL19A TOR yeast	EBNA-1 inh	MEP2-GFP yeast	proCasp3 act
C=CCCC(=O)N1CCC(n2nccc2NC(=O)c2ccc(OC)cc2)CC1	9	0	79[may fluoresce violet]	0	31*[may fluoresce violet]	3	124[may fluoresce violet]	-5
OC(c1ccccc1)c1nccc2ccccc12 (stereo not given)	10	3	93	6	94	6	96	6
CCCc1c(C)c2ccccc2[nH]c1=O	-1	19	114	-2	98	8	99	-1
Cc1ccc(NC(=O)c2ccc(Cl)c(S(=O)(=O)NCC3CCCO3)c2)c(O)c1 (stereo not given)	-1	2	84	62*	114	-1	103	-5
COc1ccc(OC)c(NC(=O)CCc2c[nH]c3ccccc23)c1	1	23	108	5	98	6	104	7
CCOC(=O)C1=C(N)Oc2c(oc(CO)cc2=O)C1c1ccc(Cl)cc1 (stereo not given)	6	-12	110	-1	99	3	99	10
O=C(O)C1C2C=CC(C2)C1C(=O)NCc1cccnc1 (stereo not given)	0	3	93	0	99	11	97	11
Cc1cc(C)n(-c2nc(Nc3ccccc3)nc(-n3nc(C)cc3C)n2)n1	2	3	98	6	98	-6	98	-4
CC(C)C[C@@H](CC#N)N1CCN(CCc2ccccc2)CCC1=O	-1	-10	120	1	92	-1	94	3
CC(O)(CS(=O)(=O)c1ccc(Br)cc1)c1ccccc1 (stereo not given)	-21	-24	100	0	100	-10	101	-3
FC(F)(F)c1cccc(-c2nn[nH]n2)c1	-5	5	105	0	100	4	102	-10
CCNc1nc(NCC)nc(N2CC(=O)N(CC(=O)OCC)C2=N)n1	11	4	106	5	102	4	116	-2
O=C(Nc1ccc(Cl)cc1)c1nc[nH]c1C(=O)NCCCNC(=O)c1[nH]cnc1C(=O)Nc1ccc(Cl)cc1	-3	x	93	6	98	x	92	-2

Part of the list above, with each value named.
CC(C)C[C@@H](CC#N)N1CCN(CCc2ccccc2)CCC1=O
  procasp7 counter: -1; ZTA DNA inh: -10; LAP4 TOR yeast: 120; AHR activator: 1; RPL19A TOR yeast: 92; EBNA-1 inh: -1; MEP2-GFP yeast: 94; proCasp3 act: 3

OC(c1ccccc1)c1nccc2ccccc12 (stereo not given)
  procasp7 counter: 10; ZTA DNA inh: 3; LAP4 TOR yeast: 93; AHR activator: 6; RPL19A TOR yeast: 94; EBNA-1 inh: 6; MEP2-GFP yeast: 96; proCasp3 act: 6

CC(O)(CS(=O)(=O)c1ccc(Br)cc1)c1ccccc1 (stereo not given)
  procasp7 counter: -21; ZTA DNA inh: -24; LAP4 TOR yeast: 100; AHR activator: 0; RPL19A TOR yeast: 100; EBNA-1 inh: -10; MEP2-GFP yeast: 101; proCasp3 act: -3

With a hit mark in AHR activator (from the list above):
mol	LAP4 TOR yeast	AHR activator	RPL19A TOR yeast	EBNA-1 inh	MEP2-GFP yeast	proCasp3 act
COCCCNC(=O)CCC(=O)NNc1nc2ccccc2c2nc(-c3ccccc3)nn12	97	62*	106	-7	111	-13
Cc1ccc2[nH]c(-c3ccccc3)cc(=O)c2c1	140	135*	96	7	95	-2
Cc1ccc(NC(=O)c2ccc(Cl)c(S(=O)(=O)NCC3CCCO3)c2)c(O)c1 (stereo not given)	84	62*	114	-1	103	-5

High-throughput results: PubChem, several laboratories
